AmpC detergent: blocks E. coli AmpC beta-lactamase in detergent assay. P00811. AmpC hydrolysis of nitrocefin, absorbance 480 nm, 0.01% Triton. Potency, µM (highest dose often 114 µM), inactives show top-dose activity change, negative = inhibition, most hits filed as inhibitors. 370,000 tested, 0.041% active. AID 485294;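 further: potency means the concentration at half of the fitted maximal effect; 0% = no-compound wells and -100% = no-enzyme wells; nearly all actives have a fitted effect of over 25% in size; some results filed as inactive show a strong effect at the top dose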
Target sequence (P00811 whole entry, looked up): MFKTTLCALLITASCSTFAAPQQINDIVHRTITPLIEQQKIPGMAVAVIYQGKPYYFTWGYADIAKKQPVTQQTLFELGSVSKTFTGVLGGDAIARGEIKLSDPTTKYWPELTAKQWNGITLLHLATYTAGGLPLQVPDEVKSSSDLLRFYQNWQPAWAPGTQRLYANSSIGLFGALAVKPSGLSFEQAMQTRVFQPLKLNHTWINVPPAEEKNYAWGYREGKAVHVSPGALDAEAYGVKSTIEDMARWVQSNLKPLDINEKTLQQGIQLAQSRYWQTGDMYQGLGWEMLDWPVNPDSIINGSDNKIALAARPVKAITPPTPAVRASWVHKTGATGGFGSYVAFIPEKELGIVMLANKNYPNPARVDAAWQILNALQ
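AmpC (5.3 nM in the dispensed reagent) in 20 mM phosphate pH 7.0 with 0.01% (detergent screen) or 0.0001% Triton X-100 was preincubated with compounds for 15 min at room temperature. Nitrocefin was then added from an 800 uM solution, and hydrolysis was followed at 480 nm.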
Giardia FBPA inh: Giardia lamblia aldolase inhibition; A8B2U2; purified Giardia FBPA; Potency, µM (doses to about 59.6 µM), inactives show top-dose activity, negative = inhibition, usual class: inhibitors; 290,000 tested, 0.71% active; further: potency means the concentration at half of the fitted maximal effect; nearly all actives have a fitted effect of over 55% in size
Target sequence (A8B2U2 whole entry, looked up): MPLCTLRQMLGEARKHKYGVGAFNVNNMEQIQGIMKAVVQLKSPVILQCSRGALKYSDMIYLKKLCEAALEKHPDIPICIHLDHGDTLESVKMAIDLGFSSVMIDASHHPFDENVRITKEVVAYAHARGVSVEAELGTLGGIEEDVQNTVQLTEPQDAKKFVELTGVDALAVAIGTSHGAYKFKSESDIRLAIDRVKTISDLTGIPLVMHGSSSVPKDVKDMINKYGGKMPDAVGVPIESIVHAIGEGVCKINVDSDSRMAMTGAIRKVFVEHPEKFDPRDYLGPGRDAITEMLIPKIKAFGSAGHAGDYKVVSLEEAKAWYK
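Giardia FBPA (40 nM reagent) was preincubated 10 min at RT with compound (up to 57.5 uM final), then substrate plus GAPDH/TPI/NAD/arsenate coupling system with diaphorase/resazurin was added; resorufin fluorescence (525/598 nm) was read after 20 min.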
AMA1 RON2 block: disrupts binding of P. falciparum AMA1 to RON2. 360,000 tested, 0.2% active. AID 720542. AlphaScreen AMA1-biotinylated RON2 peptide binding. Potency, µM (highest dose often 58.2 µM), for inactives: at the top dose activity change, negative = inhibition, most hits filed as inhibitors;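 further: potency means the concentration at half of the fitted maximal effect; 0% = vehicle wells and -100% = peptide control; nearly all actives have a fitted effect of over 45% in size; some results filed as inactive show a strong effect at the top dose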
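AMA1 (3D7) with his tag at 25 nM final met compounds first, then biotinylated RON2 peptide at 25 nM; detection used donor plus acceptor beads, 10 µg/mL apiece, read by AlphaScreen after 30 min at room temperature.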
HCMV antiviral: inhibitors of human cytomegalovirus; 410,000 tested, 4.5% active; HFF cells, HCMV-luciferase reporter, 72 h; hits give low values; AID 1259415; activity change, negative = inhibition, % at 57.5 µM; in the data active means activity change below about -60%; inconclusive means no clear call, values can overlap the other calls; inactive means above about -39%
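After 16 h attachment at 37C, HFF cells received test compound and HCMV-luciferase (1 PFU/cell); reporter luminescence read 72 h later, data normalized against buffer-only and known inhibitor Salinomycin.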
Sm TGR block: S. mansoni TGR enzyme inhibition. 360,000 tested, 3% active. Potency, µM (series often up to 114 µM), without a hit: at the highest dose activity change, negative = inhibition, hits mostly inhibitors. Q962Y6. purified TGR, DTNB reduction, TNB absorbance 405 nm. AID 485364; further: potency means the concentration at half of the fitted maximal effect; nearly all actives have a fitted effect of over 60% in size
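TGR 20 nM + NADPH 100 uM (dispensed conc.), cpd preinc 15 min RT; start with NADPH (500 uM addition) then DTNB (15 mM addition). Kinetic TNB absorbance, 405 nm filter. Four-parameter Hill fit across titration.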
HCV inhibitor: blocks hepatitis C virus; Huh7.5.1 HCVcc-Cre infection, luciferase reporter, 44 h; Potency, µM (highest dose often 41.8 µM), inactives show top-dose activity change, negative = inhibition, usual class: inhibitors; 340,000 tested, 3.4% active; AID 651820; further: potency means the concentration at half of the fitted maximal effect
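Infectious HCVcc-Cre (~0.5 moi) was added to cells just after compound, with cells seeded 4 h earlier at 1,000 per well. Luciferase activity after 44 h culture reported infection; substrate was incubated 15 min at room temperature before reading.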
* = called active by the depositor; ? = inconclusive; / = not tested or not shown; [ ] = another dose, or the depositor's remark. Unless noted, the call rests on the fitted dose curve; in most records, active means well fitted curve in the direction sought with a large enough effect; inconclusive means small, poorly fitted or top-dose-only effect, or another doubt; inactive means no such curve, though single readings can be large; an effect the other way counts as inactive or inconclusive. Unless noted, on the % scale 0 is the no-effect control and ±100 the full control effect.

SMILES | AmpC detergent | Giardia FBPA inh | AMA1 RON2 block | HCMV antiviral | Sm TGR block | HCV inhibitor
CCOC(=O)CC1NCCc2c1[nH]c1ccc(OC)cc21 (configuration not stated) | -9% | -2% | -11% | / | -11% | 8%
CCn1c(COc2cccc3cccnc23)nnc1SCC(=O)O | -11% | 2% | -3% | 5 | ? | 21%
Cn1cc(Br)c(C(=O)NNC(=O)c2ccc(Cl)cc2)n1 | 2% | 5% | 13% | -3 | -19% | 14%
COc1ccc2[nH]c(N=Nc3ccccc3C)c(O)c2c1 | -7% | 0% | -6%[11.6 µM] | 76 | -3% | ?
COc1ccc([N+](=O)[O-])c2c(=O)ccoc12 | -1% | -1% | -21% | -32 | -1% | -3%
CC1(C)CC(NC(=O)COc2ccc3ccc(=O)oc3c2)CC(C)(C)N1 | 0% | -2% | 8% | -4 | 91%[activator] | 12%
O=C(CN1C(=O)NC2NC(=O)NC21)NC1CCCCC1 (configuration not stated) | / | / | 7% | -16 | / | 4%
O=C(NCCCCCCCCNC(=O)c1cccc2ccccc12)c1cccc2ccccc12 | / | / | -3% | ? | / | ?
Cc1cc(Br)c(Cl)cc1NC(=O)CN1C(=O)C2C3CC(c4ccccc4)C(C3)C2C1=O (configuration not stated) | 4% | 6% | 0% | -21 | -7% | 9%
Cc1ccccc1-n1ccnc1SCC(=O)NCc1ccco1 | -6% | -4% | 1% | -16 | ? | 1%
CCC(CC)NC(=O)/C=C/c1ccccc1Cl | 0% | -1% | 22% | 4 | 0% | ?
CCOc1ccc2nc(N3CCCC(C(=O)Nc4ccc(OC)cc4)C3)sc2c1 (configuration not stated) | 1% | / | / | 48 | -3% | /
O=C(Nc1ccc(Cl)cc1)C1CCC(=O)N1Cc1ccccc1Cl (configuration not stated) | 0% | 0% | 4% | 16 | 11% | 17%
C[C@H](CO)N1C[C@H](C)[C@@H](CN(C)Cc2ccc(-c3ccccc3)cc2)Oc2c(NS(=O)(=O)c3cccs3)cccc2C1=O | / | / | -25% | 6 | / | ?
Cc1ccccc1-n1c(SC2CCOC2=O)nnc1-c1ccncc1 (configuration not stated) | 2% | 2% | 6% | 15 | -21% | 11%
CCOC(=O)[C@@H]1[C@H]2COc3cc(OC)ccc3[C@@H]2N2C(=O)N(c3ccc(Br)cc3)C(=O)[C@]12C | / | / | -6% | -14 | / | -21%
CCOc1ccccc1CNn1cnnc1 | / | / | -8% | 11 | / | 18%
CC1CCN(C(=O)c2cc3c(=O)n4ccccc4nc3s2)CC1 | -11% | -2% | 27% | 42 | 0% | -15%
O=C1CSC(c2ccccc2[N+](=O)[O-])N1c1ccc(O)cc1 (configuration not stated) | 1% | 14% | -9% | -21 | 5% | -5%
C/C(N)=C(/C#N)C(=O)CSc1nc2ccccc2c(=O)n1-c1ccc(C)c(Cl)c1 | -2% | 4% | 9% | 15 | 9% | -7%
Cc1cccc(NNC(=O)C2CCC2)c1 | 7% | -4% | 0% | -13 | ? | 2%
Cc1ccc(NC(=O)N2CCCC2)cc1Cl | -3% | 5% | 4% | 46 | 0% | 1%
O=[N+]([O-])c1cc(Cl)c(Cl)c(Cl)c1Cl | -3% | / | 0% | -34 | ? | 45%[activator]
Cc1cccc(N2CCN(S(=O)(=O)c3ccc(S(=O)(=O)N4CCCC4)cc3)CC2)c1C | -16% | 8% | 4% | 37 | -5% | 12%
COc1ccc(Cn2nnnc2C(c2ccc3ncccc3c2)N2CCN(C3CCCCC3)CC2)cc1 (configuration not stated) | 3% | 1% | 7% | -23 | 15% | -12%

At a glance, 2 of the compounds above.
SMILES | AmpC detergent | Giardia FBPA inh | AMA1 RON2 block | HCMV antiviral | Sm TGR block | HCV inhibitor
CC1CCN(C(=O)c2cc3c(=O)n4ccccc4nc3s2)CC1 | -11% | -2% | 27% | 42 | 0% | -15%
O=C1CSC(c2ccccc2[N+](=O)[O-])N1c1ccc(O)cc1 (configuration not stated) | 1% | 14% | -9% | -21 | 5% | -5%

A few values from the results shown:
In Giardia FBPA inh, `Cc1ccccc1-n1c(SC2CCOC2=O)nnc1-c1ccncc1` (configuration not stated) reads 2%
In HCMV antiviral, `COc1ccc([N+](=O)[O-])c2c(=O)ccoc12` reads -32
In HCMV antiviral, `CCOC(=O)[C@@H]1[C@H]2COc3cc(OC)ccc3[C@@H]2N2C(=O)N(c3ccc(Br)cc3)C(=O)[C@]12C` reads -14
In HCV inhibitor, `Cc1cc(Br)c(Cl)cc1NC(=O)CN1C(=O)C2C3CC(c4ccccc4)C(C3)C2C1=O` (configuration not stated) reads 9%
In HCV inhibitor, `O=[N+]([O-])c1cc(Cl)c(Cl)c(Cl)c1Cl` reads 45%[activator]
In AmpC detergent, `CCC(CC)NC(=O)/C=C/c1ccccc1Cl` reads 0%
In AMA1 RON2 block, `C/C(N)=C(/C#N)C(=O)CSc1nc2ccccc2c(=O)n1-c1ccc(C)c(Cl)c1` reads 9%

More compounds.
SMILES | AmpC detergent | Giardia FBPA inh | AMA1 RON2 block | HCMV antiviral | Sm TGR block | HCV inhibitor
CSc1ccc(/C=N/Nc2ccc(Cl)c(C(=O)O)c2)cc1 | -17% | 1% | -1% | 143 | -17% | 2%
c1ccc2c3n(nc2c1)CCCCO3 | 3% | / | 22% | -33 | -21% | 5%
COc1ccccc1C(=O)Nc1ccccc1N1CCN(C(=O)c2ccc(Cl)cc2)CC1 | 4% | / | 0% | -21 | 6% | ?
O=C(c1cnn2c(C(F)F)cc(-c3ccccc3)nc12)N1CCCCC1c1cccnc1 (configuration not stated) | 4% | 3% | 5% | -7 | 24% | -15%
COc1ccc(-c2ccc(C#N)c(SCC(=O)NCc3ccco3)n2)cc1OC | 4% | 1% | 0% | 15 | 32µM* | -13%
O=C(Nc1ccc(Cl)c(Cl)c1)Nc1cc(S(=O)(=O)N2CCOCC2)ccc1N1CCCC1 | ? | 1% | -10%[11.6 µM] | -68* | 1% | ?
C/C(=C\C(=O)c1ccc(Cl)cc1)Nc1ccc(Br)cc1 | / | / | 26% | 22 | / | ?
COc1ccc(/C=C2/SC(=O)N(CCC(=O)Nc3ccccc3C(=O)O)C2=S)cc1 | ? | 3% | -7% | 18 | 9% | /
Cc1cc(C)n(C/C=C/Cn2nc(C)cc2C)n1 | 0% | -23% | 1% | 1 | -3% | 5%
Cc1cc(C)cc(NC(=O)CCCn2c3ccccc3c(=O)c3ccccc32)c1 | 12% | / | / | -77* | 9% | /
Cc1ccc(S(=O)(=O)N(C)C)cc1NC(=O)COC(=O)C1(c2ccccc2)CC1 | 0% | / | 13% | -15 | -5% | -15%

2 records picked at random from those above:
SMILES | AmpC detergent | Giardia FBPA inh | AMA1 RON2 block | HCMV antiviral | Sm TGR block | HCV inhibitor
COc1ccc(Cn2nnnc2C(c2ccc3ncccc3c2)N2CCN(C3CCCCC3)CC2)cc1 (configuration not stated) | 3% | 1% | 7% | -23 | 15% | -12%
CCOC(=O)[C@@H]1[C@H]2COc3cc(OC)ccc3[C@@H]2N2C(=O)N(c3ccc(Br)cc3)C(=O)[C@]12C | / | / | -6% | -14 | / | -21%

Source: PubChem
